ERAP1 HTS inh – blocks human ERAP1 aminopeptidase activity | Q9NZ08 | recombinant ERAP1, Leu-AMC fluorescence, 60 min | inhibition, % at 10.7 µM | 340,000 tested, 0.15% active | AID 652197;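 active means mean replicate inhibition of at least 30%, or all replicates individually reaching that 30% level; inactive means mean below 30% and not every replicate reaching it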;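 further: 0% = neutral control wells and 100% = L-leucinethiol positive control wells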
Target sequence (Q9NZ08 whole entry, looked up): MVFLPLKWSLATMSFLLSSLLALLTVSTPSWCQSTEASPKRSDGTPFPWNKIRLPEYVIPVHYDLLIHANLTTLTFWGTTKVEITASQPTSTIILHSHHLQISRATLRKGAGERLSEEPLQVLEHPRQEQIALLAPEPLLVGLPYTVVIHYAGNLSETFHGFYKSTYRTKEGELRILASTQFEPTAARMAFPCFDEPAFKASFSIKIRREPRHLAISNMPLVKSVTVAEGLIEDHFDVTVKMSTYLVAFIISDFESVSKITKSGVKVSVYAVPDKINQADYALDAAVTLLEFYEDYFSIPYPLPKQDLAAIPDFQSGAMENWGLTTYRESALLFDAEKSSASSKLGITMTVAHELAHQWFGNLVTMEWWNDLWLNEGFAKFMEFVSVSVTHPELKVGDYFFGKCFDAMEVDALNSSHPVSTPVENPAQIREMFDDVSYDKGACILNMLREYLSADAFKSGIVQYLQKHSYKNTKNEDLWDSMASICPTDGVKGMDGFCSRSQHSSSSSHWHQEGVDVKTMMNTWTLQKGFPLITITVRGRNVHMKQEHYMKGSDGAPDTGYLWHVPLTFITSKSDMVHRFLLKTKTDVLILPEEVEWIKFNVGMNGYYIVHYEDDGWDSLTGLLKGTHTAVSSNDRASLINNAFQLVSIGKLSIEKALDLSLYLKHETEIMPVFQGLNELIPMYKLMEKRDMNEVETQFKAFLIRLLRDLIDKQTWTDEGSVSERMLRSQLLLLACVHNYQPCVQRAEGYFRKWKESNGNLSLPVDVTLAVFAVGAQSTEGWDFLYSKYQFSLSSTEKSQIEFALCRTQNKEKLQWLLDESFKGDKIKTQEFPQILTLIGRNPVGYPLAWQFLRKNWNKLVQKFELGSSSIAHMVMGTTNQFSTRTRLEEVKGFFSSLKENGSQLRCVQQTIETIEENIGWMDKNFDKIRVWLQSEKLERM
S100A4 MyoIIA – S100A4-myosin IIA interaction inhibition; S100A4/TAMRA-MyoIIA peptide fluorescence polarization; inhibition, % at 10.7 µM; 360,000 tested, 0.14% active; AID 652163;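 active means mean inhibition of at least 70% across replicates, with every replicate also reaching that level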
Target sequence (P26447 whole entry, looked up): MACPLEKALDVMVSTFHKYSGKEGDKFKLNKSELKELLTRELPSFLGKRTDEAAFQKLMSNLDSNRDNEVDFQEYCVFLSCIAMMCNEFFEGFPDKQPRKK
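incubation = readout 5 min after mixing, signal stable up to 60 min | system = S100A4 monomer protein | buffer or medium = HEPES pH 7.2 with CaCl2, KCl, NaCl, DTT, Triton | benchmarks = neutral control DMSO, positive control TFP | also added = fluorescent myosin IIA peptide, 5 nM | compound dosing = one concentration per compound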
LGR2 inh – Drosophila LGR2 receptor signaling inhibition. HEK293 LGR2, CRE-luciferase, bursicon-stimulated, 4 h. inhibition, % at 9.99 µM. 380,000 tested, 0.35% active. AID 720647;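 active means drop in luminescence signal, shown as inhibition above about 50% in the replicate tests, limit read from the data, passing the limit was not always enough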;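 further: agonist challenge used bursicon conditioned medium at about half maximal strength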
EWS-Fli inh – inhibitors of EWS/Fli oncoprotein transcriptional activity; A673 NR0B1-luciferase reporter, viability-normalised; inhibition, % at 12.6 µM; 350,000 tested, 0.67% active;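 active means mean inhibition of at least 50% after viability correction, with every replicate also passing that limit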;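 further: firefly luciferase signal divided by Alamar Blue viability fluorescence both relative to DMSO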
PAX8 reporter – inhibitors of PAX8 transcriptional activity in RMG-I cells; AID 652154; inhibition, % at 12.6 µM; 360,000 tested, 1.2% active; RMG-I TPO-luciferase reporter, SteadyGlo, 24 h;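 active means mean replicate inhibition at least 60% with every replicate also reaching 60%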;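 further: luciferase light reporting Pax8 driven TPO promoter activity; plate controls were median of neutral control wells for no effect and mitoxantrone controls for full effect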
PGC1a acetyl inh – modulators of PGC1a acetylation; inhibition, % at 15.6 µM; AID 651687; 350,000 tested, 0.17% active; U2OS PGC1a acetylation, AlphaScreen anti-acetyl-lysine; with virally co-expressed GCN5 acetyltransferase;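 active means every replicate shows inhibition of at least 40%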;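 further: 0% = neutral control wells and 100% = positive control wells; some results beyond the cut were filed as inactive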
PglD DTNB – inhibitors of Campylobacter jejuni PglD acetyltransferase. 360,000 tested, 0.098% active. inhibition, % at 12.5 µM. purified PglD enzyme, DTNB colorimetric CoA detection; in the data active means inhibition above about 16%, passing the limit was not always enough; further: strong numbers were not always called active
FN deposit inh – fibronectin deposition inhibition; AH1F fibroblasts, Alexa488-fibronectin deposition fluorescence, overnight; inhibition, % at 12.6 µM; 350,000 tested, 0.086% active;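 active means mean inhibition across replicates of 30% or more, regardless of how many single replicates reach that level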;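 further: positive control wells lacked labelled fibronectin entirely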
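Material: AH1F fibroblast monolayer depositing Alexa488-labelled fibronectin into matrix | Input: 10000 AH1F cells/well | Medium: DMEM plus 2% serum, read in PBS | Reagent: Alexa488-fibronectin, 24 nM final in well | Compound dosing: One dose per compound, pinned | Schedule: 1 h adhesion, overnight exposure | Measured by: Fluorescence at 485 nm excitation, 525 nm emission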
* = called active by the depositor; · = not tested or not shown; & = joins results of further samples. The order is random, and some 2.1% of all compounds hit somewhere here.

Compound | ERAP1 HTS inh | S100A4 MyoIIA | LGR2 inh | EWS-Fli inh | PAX8 reporter | PGC1a acetyl inh | PglD DTNB | FN deposit inh
CN(C)c1ccc(NC(=O)c2cccc([N+](=O)[O-])c2)c2ccccc12 | -2 | -7 | -10 | 4 | 30 | · | 1 | 4
O=c1onc(-c2ccc(Cl)cc2Cl)n1-c1cccnc1 | · | -3 | 8 | 3 | -8 | -2 | 1 | 4
Cc1cc(C(=O)Nc2cccc3c2O[C@@H](CN(C)C(=O)Nc2ccc4c(c2)OCO4)[C@@H](C)CN([C@@H](C)CO)C3=O)n(C)n1 | 0 | 2 | 7 | 3 | · | -4 | 0 | 2
O=C(CSc1nnc(-c2cccnc2)o1)Nc1ccccc1F | -1 | -5 | -6 | -13 | -107 | · | 3 | 7
Cc1nc2ccc(NC(=O)CCS(=O)(=O)c3ccc(Cl)cc3)cc2s1 | 0 | 5 | 9 | -3 | 26 | · | · | 0
CO[C@@H]1CN(C)C(=O)c2cc(NC(=O)NC3CCCCC3)ccc2OC[C@H](C)N(CC2CC2)C[C@@H]1C | -4 | 6 | -8 | -1 | · | 3 | -2 | 5
C[C@H](CO)N1C[C@H](C)[C@@H](CN(C)Cc2ccc(-c3ccccc3)cc2)Oc2c(NC(=O)c3cnccn3)cccc2C1=O | -2 | -3 | 5 | 1 | 23 | 0 | 0 | ·
N#Cc1nc(-c2ccccc2)oc1N1CCC(C(N)=O)CC1 | 2 | 7 | -7 | 3 | -11 | · | -4 | 9
C[C@H]1CN([C@@H](C)CO)C(=O)c2cccc(NS(=O)(=O)c3ccccc3)c2O[C@@H]1CN(C)S(=O)(=O)c1ccccc1 | -3 | 2 | -10 | -3 | · | 14 | -4 | ·
CCOc1ccc(NC(=O)CN(C)C(=O)CC2OC(=O)c3ccccc32)cc1OCC (centres undefined) | 0 | 0 | -12 | -6 | -4 | -2 | -6 | 0
O=C(N[C@@H](Cc1c[nH]c2ccccc12)C(=O)O)c1ccc(Cl)cc1 | 6 | -1 | -7 | 0 | -3 | 9 | · | -7
S=c1nc[nH]c2c1ncn2C1CCCO1 (centres undefined) | 5 | -2 | -8 | 0 | 42 | · | 9 | 2
Cc1ccc(CNC(=O)c2cn(C3CCCCC3)c(=O)c3c2c2ccccc2n3C)o1 | · | · | · | · | 6 | -12 | -8 | -1
CC(C)Cc1csc(=S)[nH]1 | 0 | -13 | -5 | 7 | · | 1 | 1 | -2
CCCS(=O)(=O)NC(=O)C1(C)CCCN(C(=O)c2ccccc2F)C1 (centres undefined) | 7 | 1 | 5 | -1 | -1 | -7 | 3 | -11
COc1cccc(NC(=O)CCCCCn2nnc3ccccc3c2=O)c1 | 3 | -2 | -12 | 0 | 20 | · | · | ·
O=c1nc(Nc2ccccc2)oc2ccccc12 | -2 | -13 | -78 | -35 | -65 | · | -6 | 1
COc1ccc(S(=O)(=O)N[C@@H](CSCc2ccccc2)C(=O)O)cc1 | -1 | -10 | 14 | -7 | -3 | -2 | 6 | ·
Cn1c(NCCc2ccncc2)nc2cc(-c3ccsc3)sc2c1=O | -5 | 2 | -30 | -11 | 24 | 2 | 1 | 6
C[C@H](CO)N1C[C@H](C)[C@H](CN(C)Cc2ccccc2)Oc2ccc(NC(=O)Cc3cn(C)c4ccccc34)cc2C1=O | 0 | 2 | 1 | 1 | 1 | · | 2 | ·
c1cncc(-c2ccc(C3[C@@H]4CN(Cc5nccs5)C[C@H]3N4)cc2)c1 (some centres undefined) | -2&-3 | 12&11 | 13&-14 | 18&-7 | 56&0 | -2&13 | · | 9&4
CNC(=O)C[C@H]1CC[C@H]2[C@H](COc3ccc(NC(=O)c4ccc(OC)cc4)cc3C(=O)N2C)O1 | 4 | -5 | -1 | 1 | -21 | 0 | 1 | 1
Cc1ccc(S(=O)(=O)NCCS(=O)(=O)N2CCN(c3ccc(F)cc3)CC2)cc1 | -2 | -9 | 8 | 0 | · | · | 0 | 4
Cc1ccc2c(c1)C(=O)C(=O)N2CCCOc1ccccc1C | -1 | -1 | -20 | -20 | -35 | 1 | · | 0
Cc1ccc(Sc2ncccc2N)cc1 | 6 | 2 | -5 | -12 | -30 | -8 | -7 | 16
COC(=O)c1c(-c2ccc(OC)cc2)sc2cc3c(cc12)OCO3 | 5 | -5 | -74 | -75 | -148 | -1 | 4 | -8
CCCN(CC1CC1)C(=O)COc1ccccc1C(=O)NCc1ccccc1 | 4 | -5 | -15 | · | 2 | -1 | 6 | -5
CC(C)NC(=O)N(C)C[C@H]1Oc2c(NC(=O)Nc3cccc4ccccc34)cccc2C(=O)N([C@H](C)CO)C[C@@H]1C | 3 | 7 | 4 | 7 | 25 | -1 | 1 | 0
O=C(Nc1ccc(S(=O)(=O)NC2=NCCCCC2)cc1)c1ccc(Cl)cc1Cl | -3 | -4 | 10 | 16 | 8 | 2 | 1 | 5
O=C(Nc1ccc(F)cc1)N[C@H]1CC[C@H](CCNS(=O)(=O)c2cccc(Cl)c2)O[C@@H]1CO | -1&-5 | 53&-9 | 7&8 | 8&6 | 4&25 | 3 | 1 | -7&4
CC1(c2nc3ccccc3[nH]2)CCC(=O)N1Cc1cccs1 (centres undefined) | -1 | 4 | -9 | 2 | -5 | -7 | -3 | -15
CN(C)C(=O)c1cccc(-c2cnc3c(NC=O)cc(-c4ccc(N(C)C)cc4)cn23)c1 | 6 | -19 | 18 | 6 | 52 | -31 | -9 | -4
CCCNC(=O)N1CC2(CCN(S(C)(=O)=O)CC2)c2c(n(C)c3cc(OC)ccc23)[C@H]1CO | -4 | -24 | -16 | 0 | -21 | -3 | · | ·
CN(C(=O)COC(=O)c1ccc(=O)n(Cc2ccccc2)n1)C1CCCCC1 | 2 | 3 | -4 | 5 | 3 | -5 | -4 | ·
Cc1ccc(S(=O)(=O)N2CCOCC2)cc1C(=O)OCC(=O)NC1CCCCC1 | -2 | -7 | 3 | 4 | -4 | · | 1 | -1
Cc1ccc(-n2nnnc2-c2cnoc2-c2cccc(F)c2)cc1 | · | · | · | · | -39 | -1 | -1 | 5

Random excerpt: four compounds from above
Compound | ERAP1 HTS inh | S100A4 MyoIIA | LGR2 inh | EWS-Fli inh | PAX8 reporter | PGC1a acetyl inh | PglD DTNB | FN deposit inh
CN(C)C(=O)c1cccc(-c2cnc3c(NC=O)cc(-c4ccc(N(C)C)cc4)cn23)c1 | 6 | -19 | 18 | 6 | 52 | -31 | -9 | -4
O=C(Nc1ccc(F)cc1)N[C@H]1CC[C@H](CCNS(=O)(=O)c2cccc(Cl)c2)O[C@@H]1CO | -1&-5 | 53&-9 | 7&8 | 8&6 | 4&25 | 3 | 1 | -7&4
Cc1ccc(S(=O)(=O)N2CCOCC2)cc1C(=O)OCC(=O)NC1CCCCC1 | -2 | -7 | 3 | 4 | -4 | · | 1 | -1
Cc1ccc(Sc2ncccc2N)cc1 | 6 | 2 | -5 | -12 | -30 | -8 | -7 | 16

Next part:
Compound | ERAP1 HTS inh | S100A4 MyoIIA | LGR2 inh | EWS-Fli inh | PAX8 reporter | PGC1a acetyl inh | PglD DTNB | FN deposit inh
Cc1ccc(Sc2ccc(CN3CCCC3)cc2[N+](=O)[O-])cc1 | -1 | -5 | 2 | 1 | -3 | · | 1 | -1
COc1cccc(NC(=O)N(C)C[C@@H]2Oc3cc(-c4cccc(C(=O)N(C)C)c4)ccc3S(=O)(=O)N([C@H](C)CO)C[C@H]2C)c1 | 2 | -2 | 8 | 9 | -5 | 4 | 2 | ·
C[C@H]1CCCCO[C@H](CN(C)Cc2ccc3c(c2)OCO3)[C@@H](C)CN([C@@H](C)CO)C(=O)c2cc(NS(=O)(=O)c3cccs3)ccc2O1 | · | · | 4 | 3&9 | -19&5 | 3&-4 | -3&-2 | ·
O=C(C1CCCCC1)N1CC2(C1)[C@H](c1ccccc1)[C@H](CO)N2C(=O)c1cccnc1 | 2 | -10 | -19 | -11 | -7 | 3 | · | -6
Cc1cc(NS(=O)(=O)c2ccc(NC(=O)/C=C/c3c(F)cccc3Cl)cc2)no1 | 3 | -70 | 5 | 9 | 3 | -1 | -6 | 0
CCCc1c(C(=O)N/N=C(\C)c2ccc3c(c2)OCO3)nnn1-c1nonc1N | -1 | 1 | 11 | 0 | 22 | 3 | 0 | -1
CCCCC(NC(=O)Cc1c(C)c2cc3c4c(oc3cc2oc1=O)CCCC4)C(=O)O (centres undefined) | -8 | -3 | -1 | -6 | 2 | 5 | 0 | -2
COc1ccc(CN2C(=O)c3ccccc3C2OC)cc1 (centres undefined) | -1 | 2 | -1 | -21 | -1 | 5 | 3 | 12
CO[C@@H]1CN(C)C(=O)c2cc(NC(=O)c3nc4ccccc4s3)ccc2OC[C@H](C)N(Cc2cncnc2)C[C@H]1C | 3 | 8 | -21 | -14 | · | -7 | 1 | 3
Cc1ccc(Cl)cc1N1CCN(C(=O)c2cn(C)c(=O)c3c2c2ccccc2n3C)CC1 | 3 | 3 | 7 | 54* | · | -1 | -1 | ·
CCN(CC)S(=O)(=O)c1ccc(N2CCN(C)CC2)c(NC(=O)Nc2ccc(C)cc2)c1 | -2 | -17 | 1 | 0 | -23 | -20 | 0 | 1
COc1ccc(N2CCN(C(=O)Cn3nnc(-c4ccccc4N)n3)CC2)cc1 | -5 | -8 | 7 | -6 | 5 | 0 | · | 3

One compound at a time, from the list above. Values in the order: ERAP1 HTS inh	S100A4 MyoIIA	LGR2 inh	EWS-Fli inh	PAX8 reporter	PGC1a acetyl inh	PglD DTNB	FN deposit inh
Shown for CCN(CC)S(=O)(=O)c1ccc(N2CCN(C)CC2)c(NC(=O)Nc2ccc(C)cc2)c1 : -2	-17	1	0	-23	-20	0	1
Shown for Cc1ccc(Sc2ccc(CN3CCCC3)cc2[N+](=O)[O-])cc1 : -1	-5	2	1	-3	·	1	-1
Shown for CO[C@@H]1CN(C)C(=O)c2cc(NC(=O)c3nc4ccccc4s3)ccc2OC[C@H](C)N(Cc2cncnc2)C[C@H]1C : 3	8	-21	-14	·	-7	1	3

(further entries)
Compound | ERAP1 HTS inh | S100A4 MyoIIA | LGR2 inh | EWS-Fli inh | PAX8 reporter | PGC1a acetyl inh | PglD DTNB | FN deposit inh
CN1OC[C@@H]2CN[C@H](c3ccc(-n4ccnc4)cc3)C[C@@H]21 | 4 | -9 | 1 | -11 | -14 | · | · | -4
Cc1c(NC(=S)NC(=O)CCc2ccccc2)c(=O)n(-c2ccccc2)n1C | -1 | -6 | 35 | -1 | 9 | · | 8 | ·
CCN(CC)S(=O)(=O)c1ccc(NC(=O)c2ccc(Sc3nncn3C)c([N+](=O)[O-])c2)cc1 | 4 | 4 | 9 | 0 | 1 | · | · | 1
CC(C)c1ccc2c(c1)C(N1CCNCC1)Cc1ccc(F)cc1S2 (centres undefined) | 0 | -4 | 104* | 22 | 31 | · | · | 10
Cc1ccccc1C(=O)Nc1ccnn1C1CCN(Cc2cnn(C(C)C)c2)CC1 | -2 | 4 | 19 | · | -7 | -4 | -9 | -1
CC(NC(=O)c1ccccc1NC(=O)c1ccncc1)c1ccccc1 (centres undefined) | -2 | 5 | 7 | 4 | -8 | · | · | 11
CCC(=O)N1C[C@@H](O)COC[C@H]2O[C@H](CC(=O)N3CCCCC3)CC[C@@H]21 | 1 | -2 | 0 | -3 | 0 | -2 | -3 | -10
Nc1cc(Cl)nnc1Cl | 6 | -6 | 3 | 7 | 4 | · | -5 | 7
CC(C(=O)Nc1ccccn1)c1ccccc1 (centres undefined) | -1 | -2 | 8 | 2 | -7 | · | 4 | -4

Source: PubChem BioAssay
